Assay outcomes (PubChem)
T cell modulator: modulators of CD8 T cell-vesicle binding, primary screen, mouse 2C CD8+ T cells, flow cytometry | 2C CD8+ T cell-vesicle binding; active compounds read low | calls only at 7 µM | actives 0.068% (n = 330,000);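 active = response, share of CD8 T cells binding vesicles, and their 90th percentile fluorescence all below set limits, cut at about 80% in these data, passing the limit was not always enough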
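Assay system: 2C TCR transgenic mouse naive CD8+ T cells, MACS-purified | Read-out: CD8+ gate FL2 mean fluorescence as % of same-row positive control | Signal: High-throughput flow cytometry with anti-B7-1 and anti-CD8 staining | Timing: Binding step 1.5 h, 37 °C, antibody labelling 20 min, ice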
TNAP activation fold: human TNAP enzyme activators, primary screen, biochemical, luminescent, no phosphate acceptor, uHTS (AID 1001). purified TNAP, luminescent activation assay, no phosphate acceptor; higher activation fold means a stronger effect. activation fold at 20 µM, or EC50 in µM where a hit was titrated. actives 0.03% (n = 200,000); in the data active = activation fold from about 3, or a potency from the dose series; inactive = the rest, 99 in 100 with activation fold below about 1.6; note: many of its hits are not listed in these tables
UTI89 phage lysis: inhibition of K1F phage lysis, E. coli UTI89, bacterial capsule biogenesis inhibitors, alamar blue (AID 488966). inhibition, % at 100 µM; hits with a dose series show IC50 in µM. actives 0.02% (n = 340,000). E. coli UTI89 K1F phage lysis, alamar blue, 2 h; higher % means a stronger effect;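 active = phage lysis inhibition, versus mean bacterial control, above a set limit; inconclusive = no clear call, values can overlap the other calls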;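 note: capsule biogenesis inhibitors block K1F phage lysis so surviving cells raise fluorescence; higher fluorescence means more inhibition of phage lysis; actives were called in the ten point dose series up to 300 µM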
M1AAP inhibition: P. falciparum M1AAP inhibitors, biochemical, fluorogenic H-Leu-NHMec substrate, 1536-well (AID 1445) | inhibition, % at 30 µM, or IC50 in µM where a hit was titrated | Aminopeptidase N (Plasmodium falciparum (isolate 3D7)) | actives 0.42% (n = 220,000) | recombinant M1AAP, H-Leu-NHMec fluorogenic kinetic assay; higher % means a stronger effect;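 active = primary inhibition above the hit cutoff, then over 50% inhibition at one or more dose response concentrations, cut at about 23% in these data, passing the limit was not always enough; inconclusive = conflicting primary data, or primary hits not chosen for dose response; inactive = low primary inhibition, or under 50% at every dose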;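 note: plate controls were DMSO full reaction for no effect and no enzyme background for full effect; strong numbers were not always called active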
human PMI inhibitors: human PMI inhibitors, high substrate, primary screen, biochemical, fluorescence intensity, high mannose 6-phosphate (AID 1220); Mannose-6-phosphate isomerase (Homo sapiens); recombinant PMI enzyme, coupled fluorescence intensity; higher % means a stronger effect; inhibition, % at 20 µM; hits with a dose series show IC50 in µM; actives 0.66% (n = 190,000)
P. falciparum M17LAP: P. falciparum M17LAP inhibitors, primary screen, biochemical, fluorogenic H-Leu-NHMec substrate, 1536-well (AID 1619); actives 0.38% (n = 220,000); one-dose inhibition, % at 30 µM; IC50 in µM for titrated hits; Leucine aminopeptidase (Plasmodium falciparum (isolate 3D7)); recombinant M17LAP, H-Leu-NHMec fluorogenic kinetic assay; higher % means a stronger effect;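 active = compound inhibiting the enzyme by more than half at any dose during confirmatory dose-response retesting; inconclusive = strong single-dose inhibitors picked by rank but not retested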;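 note: plate controls were full reaction with DMSO carrier for no effect and no enzyme background for full effect; strong numbers were not always called active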
RSV CPE inhibition: RSV antiviral activity via CPE protection, HEp-2 cells, primary 10 µM value included (AID 2391); HEp-2 cells, RSV-induced CPE inhibition; higher % means a stronger effect; CPE inhibition, % at 10 µM, or IC50 in µM where a hit was titrated; actives 0.13% (n = 310,000); in the data active = a potency from the dose series; inconclusive = CPE inhibition mostly from about 23% at the one dose, without a potency; inactive = the rest, 99 in 100 with CPE inhibition below about 21%; note: strong numbers were not always called active
West Nile antiviral: West Nile virus antiviral activity, cell-based, CPE readout (AID 1621); West Nile virus-infected cells, CPE inhibition; higher % means a stronger effect; actives 0.02% (n = 290,000); one-dose CPE inhibition, % at 10 µM; IC50 in µM for titrated hits; in the data active = a potency from the dose series; inconclusive = CPE inhibition mostly from about 3.7% at the one dose, without a potency; inactive = the rest, 99 in 100 with CPE inhibition below about 2.2%; note: strong numbers were not always called active
PMI inhibitors: inhibitors of human PMI, primary screen, biochemical, fluorescence intensity, coupled assay (AID 1209) | Mannose-6-phosphate isomerase (Homo sapiens) | purified PMI enzyme, coupled fluorescence intensity; higher % means a stronger effect | inhibition, % at 20 µM, or IC50 in µM where a hit was titrated | actives 0.42% (n = 190,000);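 note: plate controls were DMSO vehicle for no effect and wells lacking substrate for full effect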
T cell modulator vesicle-bound %: second read-out of T cell modulator, no call of its own (marks repeat the call); double positive events, %; measured here: CD8+ vesicle-bound cell fraction;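 binding gate set so that unloaded-vesicle control wells show 10% double positive cells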
* marks the source's active call; other numbers are inactive results; i = inactive; u = inconclusive; x = no result given; [ ] = dose if it differs, or a comment. Cut-off read from the data, not from the text of the source, unless noted: active = inhibition above about 50%; inactive = the rest.

Every second line gives: T cell modulator, T cell modulator vesicle-bound %, TNAP activation fold, UTI89 phage lysis, M1AAP inhibition, human PMI inhibitors, P. falciparum M17LAP, RSV CPE inhibition, West Nile antiviral, PMI inhibitors
- C#CCn1c(O)c(N=NC(=O)C(O)c2ccccc2)c2ccccc21 (stereo not drawn)
→ i, 2, x, -0.4%[50 µM], 9%, x, 14%, -0.2%, -0.7%, x
- COc1ccc(NC(=O)Cn2nc(C(F)(F)F)c3c2CCCC3)cc1OC
→ i, 57, 1.1, 5.3%, -8%, 3%, -6%, 3.5%, 0.1%, 3%
- CC(C)CC(=O)NS(=O)(=O)c1ccc(N)cc1
→ i, 18, 1.1, 0.1%, -3%, -10%, 16%, 1.5%, 0.2%, -15%
- O=C(Nc1ccc(F)cc1)c1cncs1
→ i, 63, x, 0.3%, x, x, x, 6.5%, -0.2%, x
- COc1cc(/C=N/NC(=O)CCN2CCN(Cc3ccccc3)CC2)cc(OC)c1OC
→ i, 31, 1.1, 8.1%, 12%, 6%, 2%, 1.7%, -1.2%, 8%
- CSc1ccccc1-c1nnc(-c2ccc(C)cc2)o1
→ i, 60, 0.9, 0.5%, 5%, 1%, -9%, 8.7%, -0.5%, 1%
- Cc1cc(C)c(C)c(S(=O)(=O)N2CCC(C(=O)Nc3ccc(S(=O)(=O)N4CCOCC4)cc3)CC2)c1C
→ i, 13, x, 0.5%, x, x, x, 18%, -1.6%, x
- CC(=O)c1cccc(NC(=O)C(C)N(C)CC(=O)Nc2ccc(Cl)cc2)c1 (stereo not drawn)
→ i, 57, x, 0.2%, 2%, x, -1%, 4.2%, -0.9%, x
- CCOCCOC(=O)C1=C(C)NC2=C(C(=O)CC(c3cccs3)C2)C1c1ccsc1 (stereo not drawn)
→ i, 26, 1.1, 1.1%[50 µM], 16%, 20%, -2%, -0.3%, -0.3%, 7%
- COc1ccc(C(=O)n2nc(C)cc2C)cc1OC
→ i, 27, 1, 1.4%, 1%, 3%, 8%, 1.1%, 0.5%, 3%
- Cc1ccc(C(=O)OC2CCCN(C)C2)cc1 (stereo not drawn)
→ i, 44, 1.1, 0.1%, x, -5%, x, -0.2%, -0.3%, -7%
- C=CCOC(=O)C1=C(C)NC(=O)NC1c1ccc2c(c1)OCO2 (stereo not drawn)
→ i, 67, x, 0.7%, x, x, x, 0.5%, 0.0%, x
- CN([C@@H](C(=O)OC(C)(C)C)c1ccccc1)S(=O)(=O)c1cccc(S(=O)(=O)N(C)[C@@H](C(=O)OC(C)(C)C)c2ccccc2)c1
→ i, 19, x, 5.1%, x, x, x, 0.5%, -1.6%, x
- COc1ccc(CN2CCNC(=O)C2CC(=O)N(C)CCC2CCOCC2)c(OC)c1 (stereo not drawn)
→ i, 61, x, 0.1%, x, x, x, 0.8%, -0.3%, x
- CC(=O)OCCNC(=O)c1cc2ccccc2oc1=O
→ i, 31, 1.1, 0.3%, 4%, -1%, -1%, 1.1%, -0.3%, 3%
- COc1ccc(/C=N/OCC(=O)NC(c2ccccc2)c2ccccc2)c(OC)c1
→ i, 41, 1.1, -0.4%, 3%, 2%, 0%, 3.4%, -0.6%, -2%
- Cc1ccc(C)c(NC(=S)NC(C)C(c2ccccc2)N2CCN(C)CC2)c1 (stereo not drawn)
→ i, 51, 1.1, 0.5%, 4%, 11%, 4%, -1.9%, -0.8%, 7%
- O=C(c1ccccc1F)N(Cc1ccc(F)cc1)C1CCS(=O)(=O)C1 (stereo not drawn)
→ i, 30, 1.1, 0.5%, 6%, 0%, 2%, 1.3%, -0.2%, 1%
- O=C(COC(=O)c1cccc([N+](=O)[O-])c1)NCc1cccs1
→ i, 5, 1.1, -0.2%, -2%, 6%, 1%, 1.1%, 0.0%, -4%
- COc1ccccc1N1CCN(C(=O)c2cc(-c3ccc(F)cc3)[nH]c2C)CC1
→ i, 28, x, 1.6%[50 µM], x, x, x, 4.9%, -0.1%, x
- CC(=O)c1ccc(N2C(=NC(=O)C3CCCCC3)SC3CS(=O)(=O)CC32)cc1 (stereo not drawn)
→ i, 15, x, 0.0%, x, x, x, 5.8%, -0.2%, x
- Cc1c(NC(=O)CSCc2ccc(Cl)cc2Cl)cccc1C(=O)O
→ i, 12, x, 0.0%, x, x, x, 0.0%, 0.4%, x
- CC(Oc1ccccc1)C(=O)Nc1c2c(nn1-c1ccccc1)CS(=O)C2 (stereo not drawn)
→ i, 8, x, 0.2%, x, x, x, 0.4%, 0.2%, x
- Cc1cccc(N=C2Sc3nc4c(C)c(C)ccc4cc3CN2CCN2CCOCC2)c1
→ i, 30, 1, 4.3%, 3%, 13%, 54%, 45%, -0.9%, 10%
- CCOC(=O)C1CCN(C(=O)C(C)Sc2ccc(Cl)cc2)CC1 (stereo not drawn)
→ i, 23, 1.1, -0.5%, 3%, 3%, -11%, 1.1%, 0.6%, 4%
- CC(=O)Nc1ccc(C(=O)n2nc(C)cc2C)cc1
→ i, 13, 1.2, 1.5%, 0%, -3%, 1%, 1.7%, 1.0%, -6%
- Cc1cc(=O)oc2c(C)c3occc3cc12
→ i, 17, x, 0.1%, x, x, x, 3.8%, -0.3%, x
- O=C(COc1ccc(S(=O)(=O)NC2CCCCC2)cc1)N1CCN(c2cccc(Cl)c2)CC1
→ i, 28, 1.1, 1.0%, -3%, -7%, -9%, 10%, -1.6%, 2%
- CCOC(=O)C1CCN(C(=O)CN(c2ccc(OC)c(OC)c2)S(=O)(=O)c2ccccc2)CC1
→ i, 20, 1.1, 2.6%, 4%, -4%, -7%, -0.1%, 0.4%, 3%
- CCCOc1ccccc1/C=C1/C(=O)ON=C1C
→ i, 32, x, 0.0%, x, x, x, -0.1%, 0.7%, x
- COc1ccccc1NC1=Nc2cccc3cccc1c23
→ i, 35, x, x, -7%, x, 3%, 1.6%, 0.1%, x
- O=C(Cc1ccsc1)N1CCc2c([nH]c3ccccc23)C1c1ccccn1 (stereo not drawn)
→ i, 43, 1.1, 1.3%, 10%, 25%, 6%, 2.7%, -0.8%, 13%
- CN(CCC1CCCCO1)Cc1cn(C)nc1-c1ccc2c(c1)OCCO2 (stereo not drawn)
→ i, 50, 1.1, 0.7%, 2%, 3%, 6%, 0.8%, -0.6%, 7%
- CN(C)c1ccc(NC(=O)c2cc3c(=O)n4ccccc4nc3n2C)cc1
→ i, 48, x, 0.0%, x, x, x, 6.4%, -0.4%, x
- COc1ccc(C2C(C#N)=C(/N=C/N3CCOCC3)OC3=C2C(=O)CC(C)(C)C3)cc1OC (stereo not drawn)
→ i, 21, 1, 6.0%, 5%, -7%, 3%, x, -0.2%, -6%
- CCn1cc(C2=NOC(C(=O)Nc3cccc(C(C)=O)c3)C2)c(C)n1 (stereo not drawn)
→ i, 18, 1.1, 0.1%, -2%, -12%, 1%, -1.1%, -0.4%, -6%
- Cc1cccc(-c2oc3ccc(-c4ccc5c(c4)OCO5)cc3c2-c2ccc(OC3CCCCO3)cc2)c1 (stereo not drawn)
→ i, 36, x, -0.1%, x, x, x, 16%, -0.1%, x
- CCc1cccc2c(C(=O)COC(=O)/C=C/c3ccc(O)c(OC)c3)c[nH]c12
→ i, 66, 1.1, 0.2%[50 µM], 5%, 8%, 4%, u, -0.4%, 10%
- COc1ccc(N2C(S)=C(C#N)C(=O)NC2c2ccc(OC)c(OC)c2)cc1 (stereo not drawn)
→ i, 32, 1, -1.5%, x, 4%, x, 2.4%, 0.2%, 9%
- COC(=O)c1[nH]c2cccc(Cl)c2c1NC(=O)CN1CCN(CCO)CC1
→ i, 46, 1.1, 0.6%, 0%, -3%, 3%, 0.2%, 0.6%, 0%
- CCOC(=O)c1cc(-c2ccccc2)sc1NC(=O)c1cc(OC)c(OC)c(OC)c1
→ i, 49, 1.2, 1.9%[50 µM], 6%, 7%, -8%, 3.4%, 0.2%, 13%
- COCCN(C(=S)Nc1cccc(C)c1)C(C)c1cccnc1 (stereo not drawn)
→ i, 33, 1, 0.3%, 0%, 2%, 6%, 3.1%, -0.4%, 9%
- COc1cc(C(=O)NCc2nnc(SCC(=O)NC3CCCCC3)o2)cc(OC)c1OC
→ i, 25, x, 0.0%, x, x, x, 2.8%, 0.4%, x
- OC(COC(c1ccc(Cl)cc1)c1ccc(Cl)cc1)CN1CCc2ccccc2C1 (stereo not drawn)
→ i, 48, 1, 0.1%, 3%, 1%, 0%, 1.6%, -2.0%, -2%
- CCN(c1ccccc1)S(=O)(=O)c1ccc(Cl)c(NC(=O)COC(=O)c2ccc(Cl)c(N)c2)c1
→ i, 14, 1.1, 0.4%[50 µM], 7%, 19%, -10%, 4.4%, -1.0%, 15%
- CCCCNC(=O)Nc1nnc(-c2ccc(OCC)cc2)o1
→ i, 32, 1, 0.9%, -2%, 0%, -5%, 1.5%, 0.0%, 2%
- S=C(Nc1ccc(Cl)cc1)Nc1ccc2cn[nH]c2c1
→ i, 20, 1.1, 0.6%, 7%, 57%*, 3%, 18%, -0.4%, 24%
- Cc1ccc(Cl)c(OCC(=O)Nc2cccnc2)c1
→ i, 41, x, 3.6%[50 µM], x, x, x, 12%, 0.9%, x
- CN(/N=C/c1cc(Br)cc(Br)c1O)c1ccccc1
→ i, 36, x, 0.2%, x, x, x, 2.7%, -0.6%, x
- CCc1ccc(/C=C2\SC(=S)N(CCC(=O)N3CCN(C)CC3)C2=O)cc1
→ i, 59, 1.1, 0.4%, 0%, 8%, -7%, 38%, u, -4%
- COc1ccc(NC2CS(=O)(=O)CC2OC(=O)c2ccc(F)cc2)cc1 (stereo not drawn)
→ i, 13, 1.1, 0.0%, -3%, 14%, -10%, 0.8%, 0.2%, 14%

Two compounds drawn at random from those above, as already listed:
Every second line gives: T cell modulator, T cell modulator vesicle-bound %, TNAP activation fold, UTI89 phage lysis, M1AAP inhibition, human PMI inhibitors, P. falciparum M17LAP, RSV CPE inhibition, West Nile antiviral, PMI inhibitors
- CN(/N=C/c1cc(Br)cc(Br)c1O)c1ccccc1
→ i, 36, x, 0.2%, x, x, x, 2.7%, -0.6%, x
- S=C(Nc1ccc(Cl)cc1)Nc1ccc2cn[nH]c2c1
→ i, 20, 1.1, 0.6%, 7%, 57%*, 3%, 18%, -0.4%, 24%
